Scp-1 inhibitor: inhibitors of human Scp-1 phosphatase; AID 493091; actives 0.88% (n = 340,000); inhibition, % at 20 µM; Recombinant Scp1, phosphopeptide, malachite green phosphate absorbance;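 active = inhibition above about 50% at 20 µM, limit read from the data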;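 note: plate controls were DMSO wells with enzyme for no effect and wells lacking enzyme for full effect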
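Test system: SCP-1 phosphatase catalytic domain, residues 76-261; measured by: colorimetric phosphate reagent with accelerator and stabiliser, absorbance at 630 nm; timing: enzyme reaction 45 min at room temperature, colour 5 min, stabilisation 30 min; also added: Phosphorylated 17-residue peptide substrate; compound dosing: one concentration, 20 µM, with 1.0% DMSO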
NadD inh: inhibitors of Staphylococcus aureus NadD | purified NadD enzyme, colorimetric absorbance read-out | inhibition, % at 20 µM | actives 0.78% (n = 360,000) | AID 602399; in the data active = inhibition above about 26%; note: some compounds past the cut are filed as inactive
SUMO1-SIM PPI: alters human SUMO1 binding to SIM partners; P63165; SUMO1 binding to a labelled peptide, TR-FRET, 1 h; inhibition, % at 20 µM; actives 0.33% (n = 360,000); AID 602429; in the data active = inhibition above about 37%
Target sequence (P63165 whole entry, looked up): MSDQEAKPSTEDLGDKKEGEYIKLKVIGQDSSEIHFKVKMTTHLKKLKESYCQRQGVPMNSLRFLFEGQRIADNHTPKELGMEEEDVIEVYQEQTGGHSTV
CSN deneddyl inh: CSN deneddylation inhibition; Purified CSN, SCF-Nedd8-OG deneddylation, fluorescence polarization; inhibition, % at 12.5 µM; actives 0.38% (n = 360,000);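 active = pattern-corrected inhibition above about 35%, with an unprinted fluorescence ratio check between 0.5 and 1.5, limit read from the data, passing the limit was not always enough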;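 note: 0% = enzyme with substrate and 100% = substrate without enzyme; some results filed as inactive read as strong as hits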
Target sequence (Q92905 whole entry, looked up, one chain of several): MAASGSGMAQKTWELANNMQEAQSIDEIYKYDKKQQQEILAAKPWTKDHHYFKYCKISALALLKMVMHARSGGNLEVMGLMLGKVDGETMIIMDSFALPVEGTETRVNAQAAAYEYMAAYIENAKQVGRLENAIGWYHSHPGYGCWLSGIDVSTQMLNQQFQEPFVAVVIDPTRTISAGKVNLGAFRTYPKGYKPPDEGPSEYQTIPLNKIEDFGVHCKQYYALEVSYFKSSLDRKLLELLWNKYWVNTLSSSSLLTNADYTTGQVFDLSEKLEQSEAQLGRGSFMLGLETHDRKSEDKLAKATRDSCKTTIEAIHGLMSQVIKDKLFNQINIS
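Detection – fluorescence polarization · System – HEK293T-derived human Csn5 enzyme · Controls – substrate-only high control, full reaction low control · Timing – 90 min, room temperature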
LMPTP block: LMPTP (human) inhibition; AID 651560; inhibition, % at 20 µM; recombinant LMPTP-A, OMFP fluorogenic substrate, fluorescence intensity; P24666; actives 0.22% (n = 360,000);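 active = compounds that cut the enzyme signal by at least half of the control window in the single-dose screen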;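 note: plate controls were DMSO wells with enzyme plus substrate for no effect and substrate without enzyme for full effect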
Target sequence (P24666 whole entry, looked up): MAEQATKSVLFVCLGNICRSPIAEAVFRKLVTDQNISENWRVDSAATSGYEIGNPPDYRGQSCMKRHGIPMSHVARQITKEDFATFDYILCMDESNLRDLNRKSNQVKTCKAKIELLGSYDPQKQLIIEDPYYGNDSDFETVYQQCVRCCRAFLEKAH
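Test system: LMPTP-A phosphatase enzyme. Amount: LMPTP-A at 0.625 nM final in the reaction. Reagent: OMFP substrate, 400 µM final. Times: 50 min at room temperature. Signal: endpoint fluorescence intensity from OMFP dephosphorylation. Read-out basis: % inhibition. Benchmarks: no-enzyme and uninhibited controls.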
STEP block: STEP (human) phosphatase inhibition; P54829; recombinant STEP, OMFP fluorogenic substrate, fluorescence; inhibition, % at 20 µM; actives 0.25% (n = 360,000);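 active = inhibition at 20 µM, scaled per plate between control wells, above about 37%, limit read from the data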;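 note: 0% = DMSO with enzyme and substrate and 100% = substrate only without enzyme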
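Also added – OMFP at 25 µM · Test system – STEP tyrosine phosphatase · Technique – FITC-channel fluorescence of OMFP product · Schedule – 20 min at room temperature, dark · Evaluation – control-normalized % inhibition with plate pattern correction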
Neddyl block: blocks human cullin neddylation; P61081+Q13564; TR-FRET cullin neddylation, biochemical; calls only at 25 µM; actives 0.58% (n = 360,000); AID 651699; in the data active = inhibition above about 36%
DNMT1 block: DNMT1 (human) enzyme inhibition; inhibition (reported as % activation of signal), % at 10 µM; actives 0.83% (n = 360,000); DNMT1 molecular beacon, Hinp1I cleavage, fluorescence; P26358; in the data active = inhibition above about 50%
Rin1 Abl inh: blocks binding of human Rin1 to Abl; actives 0.4% (n = 360,000); P00519+Q13671; AID 588664; TR-FRET Rin1/Abl binding, biochemical; inhibition, % at 7.35 µM; in the data active = inhibition above about 5%, passing the limit was not always enough
Rpn11 block: blocks the human proteasome subunit Rpn11. AID 588493. calls only at 20 µM. human 26S proteasome, Ub4-pepOG fluorescence polarization; 20S core pre-blocked with epoxomicin. actives 0.59% (n = 360,000);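 active = inhibition at 20 µM, scaled to each plate's controls, above about 33%, limit read from the data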
Target sequence (O00487 whole entry, looked up): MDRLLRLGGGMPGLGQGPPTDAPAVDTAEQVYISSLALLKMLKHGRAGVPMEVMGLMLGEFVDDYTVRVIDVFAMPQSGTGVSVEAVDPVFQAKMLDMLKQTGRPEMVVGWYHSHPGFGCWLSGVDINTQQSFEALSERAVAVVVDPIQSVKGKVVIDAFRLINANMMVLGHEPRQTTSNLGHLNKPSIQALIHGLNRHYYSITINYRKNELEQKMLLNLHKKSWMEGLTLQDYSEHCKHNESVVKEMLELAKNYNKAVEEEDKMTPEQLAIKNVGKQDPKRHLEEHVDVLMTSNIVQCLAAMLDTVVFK
The depositor's hits bear a star.

O=C(Cc1cccs1)Nc1nc(-c2cccnc2)cs1 was read as Scp-1 inhibitor -5.6, NadD inh 5.3, SUMO1-SIM PPI 5.5, CSN deneddyl inh 4.6, LMPTP block 10.0, STEP block -0.5, Neddyl block inactive, DNMT1 block -4.3, Rin1 Abl inh -1.7 and Rpn11 block inactive.
`O=c1cc(C(F)(F)F)[nH]c(=O)n1C1CCCCC1` gave Scp-1 inhibitor -4.6, NadD inh -2.5, SUMO1-SIM PPI 1.5, CSN deneddyl inh 4.5, LMPTP block -2.6, STEP block 2.1, Neddyl block inactive, DNMT1 block -5.2, Rin1 Abl inh -3.4 and Rpn11 block inactive.
Cc1cc(NC(=O)CSc2nnnn2-c2cc(Cl)ccc2C)no1 was read as Scp-1 inhibitor -10.1, NadD inh -9.7, SUMO1-SIM PPI 6.7, CSN deneddyl inh -1.7, LMPTP block -1.3, STEP block -4.2, Neddyl block inactive, DNMT1 block -0.2, Rin1 Abl inh 3.1 and Rpn11 block inactive.
`COC(=O)C1=C(C(=O)OC)[C@@H]2N(Cc3ccccc3)c3ccccc3[C@@]23C[C@@H](C(=O)OC)N(C(=O)c2ccc(Br)cc2)C3=N1` gave Scp-1 inhibitor -11.4, NadD inh 8.1, SUMO1-SIM PPI 2.3, CSN deneddyl inh 2.3, LMPTP block 0.6, STEP block 2.4, Neddyl block inactive, DNMT1 block 1.8, Rin1 Abl inh 1.9 and Rpn11 block inactive.
For O=C(OCC(=O)N1CCCC1=O)C1CCN(S(=O)(=O)c2ccc(Cl)c(C(F)(F)F)c2)CC1 the results were Scp-1 inhibitor -6.5, NadD inh 2.1, SUMO1-SIM PPI -4.6, CSN deneddyl inh -1.0, LMPTP block 1.3, STEP block 3.0, Neddyl block inactive, DNMT1 block -3.5, Rin1 Abl inh 2.1 and Rpn11 block inactive.
`c1ccc(CCn2nnnc2C(c2cccnc2)N2CCN(c3ccccc3)CC2)cc1` (stereo not drawn) gave Scp-1 inhibitor -2.5, NadD inh -1.4, SUMO1-SIM PPI 0.9, CSN deneddyl inh -3.0, LMPTP block -0.9, STEP block 2.3, Neddyl block inactive, DNMT1 block -2.2, Rin1 Abl inh 2.2 and Rpn11 block inactive.
Screening c1ccc(SCCOCCN2CCc3ccccc3C2)cc1 returned Scp-1 inhibitor -10.4, NadD inh 7.3, SUMO1-SIM PPI -2.7, CSN deneddyl inh -3.0, LMPTP block -2.0, STEP block 1.9, Neddyl block inactive, DNMT1 block 0.8, Rin1 Abl inh 0.8 and Rpn11 block inactive.
For O=C(N=C1SC2CS(=O)(=O)CC2N1c1ccc(Br)cc1Cl)C1CC1 (stereo not drawn) the results were Scp-1 inhibitor -5.5, NadD inh -1.4, SUMO1-SIM PPI -0.9, CSN deneddyl inh -0.7, LMPTP block 0.0, STEP block -0.4, Neddyl block inactive, DNMT1 block 2.8, Rin1 Abl inh 3.5 and Rpn11 block inactive.
For Cc1nc2ccc(F)cc2cc1C(=O)Nc1cccc(Cl)c1C the results were Scp-1 inhibitor 3.0, NadD inh 0.1, SUMO1-SIM PPI -9.2, CSN deneddyl inh 7.0, LMPTP block -1.5, STEP block -3.4, Neddyl block inactive, DNMT1 block 2.5, Rin1 Abl inh -1.2 and Rpn11 block inactive.
CC1CCCCC1NC(=O)CCNS(=O)(=O)c1cc(Br)cnc1N (stereo not drawn) was read as Scp-1 inhibitor -2.3, NadD inh 2.6, SUMO1-SIM PPI -2.3, CSN deneddyl inh -0.9, LMPTP block -0.9, STEP block -0.3, Neddyl block inactive, DNMT1 block 1.7, Rin1 Abl inh 7.3 and Rpn11 block inactive.
O=C(NC1CC1)C1CCN(C(=O)c2ccc(Cl)cc2)CC1 was read as Scp-1 inhibitor -9.3, NadD inh 0.2, SUMO1-SIM PPI -2.4, CSN deneddyl inh -1.3, LMPTP block -0.5, STEP block -1.6, Neddyl block inactive, DNMT1 block 2.7, Rin1 Abl inh -1.4 and Rpn11 block inactive.
Cn1cccc1C(=O)C(=O)Nc1ccc(Cl)cc1 was read as Scp-1 inhibitor -17.1, NadD inh -2.7, SUMO1-SIM PPI -9.1, CSN deneddyl inh -6.0, LMPTP block 0.0, STEP block 1.7, Neddyl block inactive, DNMT1 block -2.1, Rin1 Abl inh -0.6 and Rpn11 block inactive.
`Cc1[nH]nc2c1C(c1ccsc1C)C(C#N)=C(N)O2` (stereo not drawn) gave Scp-1 inhibitor -0.4, NadD inh 7.9, SUMO1-SIM PPI -1.0, CSN deneddyl inh 2.4, LMPTP block -1.7, STEP block -0.3, Neddyl block inactive, DNMT1 block -7.2, Rin1 Abl inh -0.9 and Rpn11 block inactive.
For Cc1ccc2c(c1)N(S(=O)(=O)c1ccc(CN3C(=O)c4cccnc4C3=O)cc1)CCO2 the results were Scp-1 inhibitor -8.0, NadD inh 2.3, SUMO1-SIM PPI -16.3, CSN deneddyl inh 5.2, LMPTP block -0.3, STEP block 2.2, Neddyl block inactive, DNMT1 block -0.5, Rin1 Abl inh -1.7 and Rpn11 block inactive.
Screening CCOC(=O)c1ccc(-c2ccc3c(=O)c4ccccc4n(C)c3c2)cc1F returned Scp-1 inhibitor 22.3, NadD inh 28.6, SUMO1-SIM PPI 23.2, CSN deneddyl inh 2.5, LMPTP block 9.5, STEP block 6.4, Neddyl block inactive, DNMT1 block 17.3, Rin1 Abl inh 2.4 and Rpn11 block inactive.

Sorted by molar mass (descending): 3 of the compounds above.
For O=C(OCC(=O)N1CCCC1=O)C1CCN(S(=O)(=O)c2ccc(Cl)c(C(F)(F)F)c2)CC1 the results were Scp-1 inhibitor -6.5, NadD inh 2.1, SUMO1-SIM PPI -4.6, CSN deneddyl inh -1.0, LMPTP block 1.3, STEP block 3.0, Neddyl block inactive, DNMT1 block -3.5, Rin1 Abl inh 2.1 and Rpn11 block inactive.
For Cc1ccc2c(c1)N(S(=O)(=O)c1ccc(CN3C(=O)c4cccnc4C3=O)cc1)CCO2 the results were Scp-1 inhibitor -8.0, NadD inh 2.3, SUMO1-SIM PPI -16.3, CSN deneddyl inh 5.2, LMPTP block -0.3, STEP block 2.2, Neddyl block inactive, DNMT1 block -0.5, Rin1 Abl inh -1.7 and Rpn11 block inactive.
Cn1cccc1C(=O)C(=O)Nc1ccc(Cl)cc1 was read as Scp-1 inhibitor -17.1, NadD inh -2.7, SUMO1-SIM PPI -9.1, CSN deneddyl inh -6.0, LMPTP block 0.0, STEP block 1.7, Neddyl block inactive, DNMT1 block -2.1, Rin1 Abl inh -0.6 and Rpn11 block inactive.

The list goes on.
`O=C(c1ccc(OC2CCN(C/C=C/c3ccc(F)cc3)CC2)cc1)N1CCCC1` gave Scp-1 inhibitor 2.7, NadD inh -1.9, SUMO1-SIM PPI 7.5, CSN deneddyl inh -2.1, LMPTP block -1.4, STEP block -0.2, Neddyl block inactive, DNMT1 block -2.5, Rin1 Abl inh 6.0 and Rpn11 block inactive.
Cc1cc(C(=O)OC(C)C(=O)NC2CCCCC2C)c(C)o1 (stereo not drawn) was read as Scp-1 inhibitor -0.4, NadD inh -0.3, SUMO1-SIM PPI 6.9, CSN deneddyl inh -5.7, LMPTP block 0.1, STEP block -3.1, Neddyl block inactive, DNMT1 block 2.0, Rin1 Abl inh 0.7 and Rpn11 block inactive.
Screening O=C(O)c1ccccc1C(=O)OCCCCOC(=O)c1ccccc1C(=O)O returned Scp-1 inhibitor -10.3, NadD inh -2.7, SUMO1-SIM PPI 1.4, CSN deneddyl inh -2.8, LMPTP block 0.1, STEP block -2.6, Neddyl block inactive, DNMT1 block 0.8, Rin1 Abl inh 0.0 and Rpn11 block inactive.
COc1ccc(CN2C(=O)c3ccccc3C2C(=O)NC2CCCC2)c(OC)c1 (stereo not drawn) was read as Scp-1 inhibitor -4.4, NadD inh -7.1, SUMO1-SIM PPI -1.4, CSN deneddyl inh -0.9, LMPTP block -0.3, STEP block -2.7, Neddyl block inactive, DNMT1 block 4.9, Rin1 Abl inh 2.5 and Rpn11 block inactive.
For O=C(Cn1cnc2c(nnn2-c2ccccc2)c1=O)NCc1ccc(F)cc1 the results were Scp-1 inhibitor 101.0*, NadD inh -6.8, SUMO1-SIM PPI 16.8, CSN deneddyl inh 13.0, LMPTP block 33.8, STEP block 77.4*, Neddyl block inactive, DNMT1 block 30.3, Rin1 Abl inh -3.1 and Rpn11 block active.
CCc1ccc(OCc2nc(-c3ccccn3)no2)c(Br)c1 was read as Scp-1 inhibitor -2.6, NadD inh 1.5, SUMO1-SIM PPI 2.2, CSN deneddyl inh -5.4, LMPTP block 1.0, STEP block 1.5, Neddyl block inactive, DNMT1 block -4.1, Rin1 Abl inh 1.7 and Rpn11 block inactive.
CC(=O)N(/N=C1\Sc2ccccc2C1=O)c1ccc(C)cc1C was read as Scp-1 inhibitor -7.2, NadD inh -3.2, SUMO1-SIM PPI -18.3, CSN deneddyl inh 7.2, LMPTP block 0.6, STEP block -2.2, Neddyl block inactive, DNMT1 block -3.0, Rin1 Abl inh -4.8 and Rpn11 block inactive.
C[C@H](NC(=O)c1[nH]cnc1C(=O)N[C@@H](C)CO)c1ccccc1 was read as NadD inh -2.5, SUMO1-SIM PPI 1.3, CSN deneddyl inh 3.6, LMPTP block -2.0, STEP block -1.3, Neddyl block inactive, DNMT1 block 7.9, Rin1 Abl inh -3.6 and Rpn11 block inactive.
For COC(=O)Cc1ccc(NC(=S)NCc2ccc(OC)cc2)cc1 the results were Scp-1 inhibitor 0.9, NadD inh 3.2, SUMO1-SIM PPI 1.0, CSN deneddyl inh -3.1, LMPTP block -1.0, STEP block 1.7, Neddyl block inactive, DNMT1 block 0.2, Rin1 Abl inh 0.3 and Rpn11 block inactive.
Screening Cc1ccc(CN2CC(C(=O)N3CCN(S(=O)(=O)c4ccc(C(C)C)cc4)CC3)CC2=O)cc1 (stereo not drawn) returned Scp-1 inhibitor -2.0, NadD inh 6.1, SUMO1-SIM PPI 2.2, CSN deneddyl inh 4.2, LMPTP block 1.2, STEP block 1.2, Neddyl block inactive, DNMT1 block 33.8, Rin1 Abl inh 1.9 and Rpn11 block inactive.
Screening Cc1ccc(/C=N/NC(=O)Cn2nc(C)c([N+](=O)[O-])c2C)o1 returned Scp-1 inhibitor 7.6, NadD inh 1.2, SUMO1-SIM PPI -4.9, CSN deneddyl inh 1.8, LMPTP block -0.8, STEP block 2.3, Neddyl block inactive, DNMT1 block -0.8, Rin1 Abl inh 2.4 and Rpn11 block inactive.
For COc1cc(CN2CCCC(C(=O)c3ccccc3SC)C2)cc(OC)c1 (stereo not drawn) the results were Scp-1 inhibitor 1.2, NadD inh 7.8, SUMO1-SIM PPI -0.8, CSN deneddyl inh -4.1, LMPTP block -0.2, STEP block -0.9, Neddyl block inactive, DNMT1 block -3.0, Rin1 Abl inh 0.3 and Rpn11 block inactive.
For NCCOc1ccccc1OCCN the results were Scp-1 inhibitor -0.7, NadD inh -1.2, SUMO1-SIM PPI -0.2, CSN deneddyl inh -1.6, LMPTP block -4.1, STEP block 9.0, Neddyl block inactive, DNMT1 block 0.3, Rin1 Abl inh 2.9 and Rpn11 block inactive.
Screening CN(C)Cc1nc2ccccc2c(=O)n1Cc1nc(-c2cc3ccccc3o2)cs1 returned Scp-1 inhibitor 4.5, NadD inh -4.6, SUMO1-SIM PPI -4.1, CSN deneddyl inh -0.3, LMPTP block 0.4, STEP block 3.1, Neddyl block inactive, DNMT1 block -2.5, Rin1 Abl inh -0.6 and Rpn11 block inactive.

Bioassay records as filed in PubChem.
